Screening data deposited in PubChem BioAssay by NCI.
All columns: NCI-60 one-dose screen, growth in % after 48 h at 10 µM unless noted; 100 = growth as untreated, 0 = no growth, -100 = all killed.
NCI-H460: NCI-H460 lung cancer; 82,000 tested, 6.8% active; AID 1794736
HCT-15: HCT-15 colon cancer; 82,000 tested, 5.2% active; AID 1794746
NCI-H522: NCI-H522 lung cancer | 78,000 tested, 8% active
SW-620: SW-620 colon cancer; 82,000 tested, 5.2% active; AID 1794795
COLO 205: COLO 205 colon cancer. 79,000 tested, 7.3% active
NCI-H322M: NCI-H322M lung cancer. 80,000 tested, 2.7% active
NCI-H226: NCI-H226 lung cancer | 79,000 tested, 3.5% active
HT29: HT29 colon cancer; 81,000 tested, 7.4% active; AID 1794748
NCI-H23: NCI-H23 lung cancer | 80,000 tested, 4% active
An asterisk follows results filed as active; . = no result given; & = joins results of further samples. How the source made its calls: active means growth percent below 10; inactive means the rest.

Structure,NCI-H460,HCT-15,NCI-H522,SW-620,COLO 205,NCI-H322M,NCI-H226,HT29,NCI-H23
Cc1ccc(CNc2ncnc3c2cnn3C2CCCCO2)cc1 (stereo unspecified),107,100,.,100,102,105,101,118,126
OC(Cc1ccc(Cl)cc1)c1ccccc1 (stereo unspecified),104,95,100,99,120,104,103,114,105
CSc1nccc(-c2c(-c3ccc(F)c(OCc4ccc(F)cc4)c3)nc3sccn23)n1,90,65,67,49,84,91,77,68,60
C=CN1CCCC1=O,105&103,104&101,108&97,103&104,106&124,109&99,88&95,104&102,97&105
COc1ccc(C=O)cc1Br,111,102,112,105,130,134,105,111,103
COc1ccc(/C=C2\C(=O)Nc3cc(Cl)ccc32)cc1OCc1ccccn1,100,87,76,.,119,96,84,104,70
O=C(NCCBr)OCc1ccccc1,105,97,90,102,101,81,91,98,102
O=C(Nc1ccc(Cl)c(C(F)(F)F)c1)N1CCN(c2cc(-c3cn(-c4ccccc4)nc3-c3cccc(O)c3)ccn2)CC1,7.8*,-7.3*,-17*,17,-2.6*,15,-16*,-35*,-27*
CSc1nc(C)cc(SC(=N)N)n1,100,94,.,97,102,104,103,111,103
C=CCc1ccc(Oc2ccc([N+](=O)[O-])cc2[N+](=O)[O-])c(OC)c1,.,82,71,.,115,103,77,98,71
Nc1ncnc2c1ncn2[C@@H]1O[C@H](CO)[C@@H](O)[C@@H]1O,94,93,104,97,118,110,96,102,100
O=C(N/N=C\c1ccccc1)c1ccc2nc(-c3ccc([N+](=O)[O-])cc3)[nH]c2c1,114,111,98,110,111,99,94,122,103
COc1ccccc1/C=N/N=C(N)N,100,114,87,94,112,108,94,98,101
CCc1cccc2[nH]c3cc([N+](=O)[O-])ccc3c12,87,81,97,94,105,112,81,.,100
O=C(O)CSC(=S)SCC(=O)O,103,105,91,.,109,102,109,109,87
CN(C)C1CCC(NC2=CC(=O)C(NC3CCC(N(C)C)CC3)=CC2=O)CC1 (stereo unspecified),108,111,101,107,123,110,115,121,111
O=c1c2cc(F)cc(Cl)c2sc2c(NCc3ccccc3)nc3ccccc3c12,95,94,86,97,105,90,95,101,93
O=C(c1ccccc1)N(c1ccccc1)c1ccccc1O,106,98,98,96,100,100,109,99,105
CC1(C)N=C(N)N=C(N)N1c1cccc(CN)c1,111,98,81,98,.,94,93,96,93
Cc1ccccc1OCC1COCN(C(C)(C)CO)CO1 (stereo unspecified),105,101,105,101,115,105,99,105,101
O=C1/C(=C/c2cc3cc4c(cc3nc2Cl)OCCO4)SC(=S)N1Cc1ccco1,100,86,78,93,106,96,92,98,89
CCCC1OC(c2ccc(OC)cc2)OCC1CC (stereo unspecified),110,105,100,104,131,118,104,116,95
COc1cc(Cn2c(SCCC(=O)Nc3ccc(S(N)(=O)=O)cc3)nc3ccccc3c2=O)cc(OC)c1OC,100,91,70,105,94,100,79,92,95
NS(=O)(=O)c1ccc(-c2cc(-c3nnc(SC/C(=N/O)c4ccccc4)n3-c3ccccc3)c3ccccc3n2)cc1,73,66,82,96,98,97,99,84,108
O=Nc1c2cccnc2n2nnc3ccc(Cl)cc3c12,28,24,-71*,-67*,-5.6*,107,86,8.1*,66
Cc1ccc(CN(Cc2ccc(-c3ccccc3S(C)=NC#N)cc2)C(=O)c2ccccc2Cl)cc1 (stereo unspecified),88,79,.,90,76,85,82,.,75
CS(=O)(=O)c1ccc([C@@H](O)[C@@H](CO)NC(=O)C(Cl)Cl)cc1,99,94,94,99,96,97,97,94,92
Cc1c/c(=N\NC(=O)Nc2ccc(F)c(Cl)c2)oc2cc(O)ccc12,111,109,80,103,105,90,100,99,98
CCNC(=O)Oc1ccc(/C(=C(\C)c2ccccc2)c2ccc(OCCN3CCCCC3)cc2)cc1,49,17,93,59,6.4*,83,92,-14*,74
O=S(=O)(O)CCCS(=O)(=O)O,113,115,105,109,120,119,114,109,.
N#Cc1c(N)cc(N)n(-c2nc3ccccc3[nH]c2=O)c1=O,108,90,84,104,109,101,93,101,94
COc1ccc(C(=O)c2sc3nc(-c4ccncc4)ccc3c2N)cc1OC,91,85,75,101,84,78,73,82,91
Cc1ccc(-n2nc(C(=O)NCCC(=O)O)nc2-c2ccccc2)cc1,107,102,93,99,.,105,99,99,106
CC(C)CCC[C@@H](C)[C@H]1CC[C@H]2[C@@H]3C/C(=N\O)C4=C[C@@H](O)CC[C@]4(C)[C@H]3CC[C@]12C,105,98,82,102,100,75,.,90,104
Oc1ccc(CN2CCOCC2)c(O)c1O,96,99,94,100,106,112,111,100,89
Cc1ccc(Cl)cc1Nc1nc(C(F)(F)F)ccc1C(=O)N/N=C/c1cccnc1,18,19,-5.8*,23,39,25,31,35,37
N#CSc1c[nH]c2cccc(/C=C/C(=O)/C=C(/C=C/c3cccc4[nH]cc(SC#N)c34)OB(F)F)c12,4.2*,-74*,-65*,-35*,-60*,54,-76*,-75*,-45*
O=CNC1c2ccccc2CCc2ccccc21,110&115,105&101,104,111&114,113&116,101&115,102&103,101&96,102&102
O=CNc1ccc2c(c1)C(=O)c1ccccc1-2,112,101,91,112,99,104,97,87,108
COc1ccc(OC)c(-c2nc(SCC(=O)c3ccc(Br)cc3)nc(Nc3cccc(S(N)(=O)=O)c3)c2C#N)c1,77,77,94,86,85,86,85,90,93
COC(=O)[C@]12CCC(C)(C)C[C@H]1[C@H]1C(=O)C[C@@H]3[C@@]4(C)CC[C@H](O)C(C)(C)[C@@H]4CC[C@@]3(C)[C@]1(C)CC2,96,75,79,99,.,97,102,89,97
Cc1cccc(C)c1NC(=O)CSC(=S)N1CCCCC1,106,105,92,103,109,83,109,103,89
Cn1c(=O)c2c(nc(N/N=C/c3cccc(Br)c3)n2C)n(C)c1=O,107,102,92,105,121,119,107,104,110
C=NNc1ccccc1,102,87,74,102,100,86,87,108,87
CN(O)c1nc(N(C)O)nc(N2CCOCC2)n1,8.6*,22,31,52,3.9*,35,.,24,66
COc1cc2c(Nc3ccc(S(N)(=O)=O)cc3)cccc2c(OC)c1OC,94,87,94,90,79,.,87,92,94
COc1ccccc1NC(=O)Nc1cc(C(C)C)ccc1C,112,98,92,107,138,105,102,107,93
Cc1ccc(S(=O)(=O)/N=C2\NNC(C)(c3ccccc3O)N2C(Cc2c[nH]c3ccccc23)C(=O)O)cc1 (stereo unspecified),91,92,82,102,101,89,91,94,92
Oc1nc(Nc2ccccc2C(F)(F)F)sc1C=Nc1ccccc1C(F)(F)F,101,106,102,94,107,98,98,116,95
COc1ccc(C2(C)C(C#N)C(=O)NC(=O)C2C#N)cc1 (stereo unspecified),112,101,79,106,.,103,.,95,98

Further results
Structure,NCI-H460,HCT-15,NCI-H522,SW-620,COLO 205,NCI-H322M,NCI-H226,HT29,NCI-H23
O=c1c2c3c(sc2nc(N/N=C/c2ccc(Br)cc2)n1Cc1ccccc1)CCCC3,69,78,61,84,75,71,80,101,68
CCCCCCCn1cc2c(N[C@H](C)c3ccccc3)ncnc2n1,104,91,100,117,115,101,100,113,.
N#CC1=C(N)Oc2cc3ccccc3cc2C1c1cc(=O)oc2ccc(Cl)cc12 (stereo unspecified),108,98,75,106,113,99,104,90,98
CC(=O)OCC(=O)C1(O)CCC2C3CCC4C(OC(C)=O)C(=O)CCC4(C)C3C(=O)CC21C (stereo unspecified),100,108,.,101,97,124,102,105,106
CC(=O)Nc1cccc(Nc2nc(N[C@H]3CCCc4ccccc43)c3ccccc3n2)c1,104,98,98,.,109,103,111,104,104
O=C(Nc1ccc(C(F)(F)F)cc1)Nc1nccnc1OCc1ccc(Cl)cc1,.,105,75,101,.,103,94,88,90
COc1ccc(CCNC(=O)COc2cc3c(Nc4ccc(F)c(Cl)c4)ncnc3cc2OC)cc1OC,96,91,70,101,102,27,99,95,93
NC(CO)C(=O)NNCc1ccc(O)c(O)c1O (stereo unspecified),110,113,93,105,109,103,89,108,117
CC1SC(c2ccc(Cl)cc2)N(CCc2cccs2)C1=O (stereo unspecified),-24*,1.5*,-49*,12,-61*,22,.,-40*,-0.2*
O=[N+]([O-])c1ccc(-c2cc3c(NCCc4ccccc4)ncnc3s2)cc1,100,97,64,99,.,104,81,83,87
O=C(O)CCCCC1SCC2NC(=O)NC21 (stereo unspecified),114&109,103&111,115&114,113&103,105&146,102&110,104&106,110&110,103&105
CC(O)CC(C)(C)N (stereo unspecified),105,105,102,106,101,99,100,121,107
COc1ccc(NC(=O)Nc2nc3ccc([N+](=O)[O-])cc3s2)cc1,3.9*,9.9*,1.2*,15,68,13,6.3*,58,-2.3*
Cc1nc2n[nH]c(N)c2nc1C,111,103,94,108,109,93,100,94,102
COc1ccc(/C=C/C(=O)c2ccc(NC(=O)CSc3nc(-c4cc(OC)c(OC)c(OC)c4)c(C#N)c(=O)[nH]3)cc2)cc1OC,102,100,92,109,105,100,109,106,107
Clc1ccc(Cn2cc(-c3nc4ccc(Br)nc4n3Cc3ccc(Cl)cc3)c3cccnc32)cc1,97,87,70,103,94,81,78,96,66
CCCSc1ccc(NC(=S)Nc2ccc(OCCC(C)C)cc2)cc1,118,109,.,110,122,95,93,98,103
Cn1c(=O)c2c(c3ccccc31)OC(N)=C(C#N)C21C(=O)c2ccccc2C1=O,85,96,96,82,102,91,81,102,88
CC1=CCC(OC(=O)C(C)(O)CCC(O)(C(=O)OC2(C(C)C)CCC3(C)C(C2)[O+]3c2ccc(C(C)C)cc2)C(C)C)(C(C)C)CC1 (stereo unspecified),100,97,99,99,.,102,.,104,101
COc1ccc(/C=C/C(=O)c2c(OC)cc(OC)c(OC)c2O)cc1,64,57,59,80,93,64,86,69,82
CCCCN1CC(Br)C(=O)NC1=O (stereo unspecified),97&93,75&69,49&60,58&74,94&106,106&108,89&89,92&109,75&65
COC1C/C(=N\OC(C)=O)C2OC(c3ccccc3)OCC2O1 (stereo unspecified),102,110,92,105,103,82,99,110,102
CS(=O)c1nc2ncc([N+](=O)[O-])c(=O)n2[nH]1 (stereo unspecified),102,99,97,102,112,103,99,104,101
CCOC(=O)c1sc(N)nc1-c1ccccc1,104,97,95,109,102,97,99,97,101
O=C(O)C1C2CCC1C(O)C2 (stereo unspecified),111&112,103&106,99&88,113&107,106&102,98&115,94,102&102,100&99
O=C(C(=O)c1cccnc1)c1cccnc1,111,120,-0.2*,103,174,117,115,108,99
CCOC(=O)c1ccc(Nc2nc(-c3ccc(NC(C)=O)cc3)cs2)cc1O,81,71,64,93,84,91,73,87,68
Clc1ccc(COc2ccc(Nc3ncnc4c3sc3ncccc34)cc2)cc1,106,99,91,108,106,95,104,98,98
COc1cccc(/C=C2/SC(=S)N(Cc3ccco3)C2=O)c1OC,106,86,61,90,107,99,97,71,98
NS(=O)(=O)c1ccc(NC(=O)/C(=C\c2ccc(Cl)cc2Cl)NC(=O)c2ccccc2)cc1,105,110,80,104,110,102,103,103,107
ICC1COC(CI)CO1 (stereo unspecified),108,97,80,108,120,111,99,96,103
N#Cc1ccc2nc[nH]c2c1,107,106,102,104,112,108,91,112,99
Nc1ccccc1-c1ccccc1N,114,95,119,100,117,111,91,122,103
CC(C)CC(NCc1ccccc1)C(=O)O (stereo unspecified),106,101,113,103,103,115,.,111,111
OCc1cnccc1NCCCCOc1ccccc1,108,96,99,113,105,89,114,100,96
COc1cc(Cl)cc(-c2nn(-c3cccc(NC(=O)Nc4ccc(Cl)c(C(F)(F)F)c4)c3)cc2-c2ccncc2)c1,2.8*,7.3*,-10*,13,-48*,19,-2.8*,5.6*,0.3*
Cc1c2ccccc2nc2cc3c(cc12)[C@H]1CC[C@]2(C)C(=O)CC[C@H]2[C@@H]1CC3,97,90,82,100,109,98,92,100,98
O=C(CS(=O)(=O)c1ccccc1)c1cc2ccccc2o1,99&106,96&107,97&96,91&101,116,97&103,96,101&108,100&103
CCOC(=O)C1=C(c2ccccc2)N=C2SC=C(c3cccc([N+](=O)[O-])c3)N2C1c1ccc(O)cc1 (stereo unspecified),101,98,94,98,116,96,97,105,97
